# KAT2A inh = blocks human GCN5L2 histone acetyltransferase; 390,000 tested, 0.21% active; GCN5L2 HAT assay, ThioGlo1 CoA-SH fluorescence; Potency, µM (titrated, usually from 58.9 µM), for the others: at the top dose activity change, negative = inhibition, usual class: inhibitors; Q92830; active = well fitted inhibition curve with a large enough effect; inconclusive = small, poorly fitted or top-dose-only effect, or another doubt; inactive = no such curve, though single readings can be large or run the other way
# Target sequence (Q92830 whole entry, looked up): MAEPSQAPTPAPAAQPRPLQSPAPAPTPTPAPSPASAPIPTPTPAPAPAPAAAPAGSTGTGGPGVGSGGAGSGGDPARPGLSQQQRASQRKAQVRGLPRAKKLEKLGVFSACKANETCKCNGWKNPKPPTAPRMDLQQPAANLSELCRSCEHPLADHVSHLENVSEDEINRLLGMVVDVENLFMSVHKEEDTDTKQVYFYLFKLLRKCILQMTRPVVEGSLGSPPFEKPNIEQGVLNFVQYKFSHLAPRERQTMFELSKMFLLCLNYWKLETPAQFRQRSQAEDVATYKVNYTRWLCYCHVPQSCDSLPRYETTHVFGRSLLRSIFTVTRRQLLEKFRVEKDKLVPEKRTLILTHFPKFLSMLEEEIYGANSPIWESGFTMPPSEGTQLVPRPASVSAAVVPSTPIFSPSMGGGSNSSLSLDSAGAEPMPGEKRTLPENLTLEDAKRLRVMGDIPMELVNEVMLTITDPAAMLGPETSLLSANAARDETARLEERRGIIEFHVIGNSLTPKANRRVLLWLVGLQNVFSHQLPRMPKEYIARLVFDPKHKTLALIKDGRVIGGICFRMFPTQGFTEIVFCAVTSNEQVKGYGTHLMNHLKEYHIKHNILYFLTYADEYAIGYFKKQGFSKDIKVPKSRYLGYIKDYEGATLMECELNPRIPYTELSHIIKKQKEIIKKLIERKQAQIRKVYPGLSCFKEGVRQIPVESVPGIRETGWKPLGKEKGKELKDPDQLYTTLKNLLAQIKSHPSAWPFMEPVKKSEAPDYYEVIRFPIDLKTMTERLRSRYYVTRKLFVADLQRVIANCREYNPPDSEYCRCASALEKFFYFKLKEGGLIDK
#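 Titration-based screen in which CoA formation is detected via maleimide probe ThioGlo1 (50uM) turning fluorescent on thiol reaction; substrates H3(1-25) 75uM and acetyl-CoA 70uM, GCN5L2 20nM, 20 min incubation at room temperature.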
# * = called active by the depositor; ? = inconclusive; & = joins results of further samples; [ ] = another dose, or the depositor's remark. % is set by controls: 0 for no effect and ±100 for the full control effect; potency is the fitted concentration of half-maximal effect. A portion of the library; rates above refer to the full screens.
nr	SMILES	KAT2A inh
1	COC(=O)[C@@]1(OC)C[C@@H]2O[C@@]1(C)n1c3ccccc3c3c4c(c5c6ccccc6n2c5c31)C(=O)N(C)C4	-18%[12.7 µM]
2	COc1cc(N)c(Cl)cc1C(=O)N[C@@H]1CN2CCC1CC2	2%
3	CC(=O)[C@@H]1CC[C@H]2[C@H]3CC[C@H]4C[C@@H](O)CC[C@]4(C)[C@@H]3C(=O)C[C@@]12C	7%[21.4 µM]
4	CCCCC/C=C\C/C=C\C/C=C\C/C=C\CCCC(=O)NCCc1ccc(O)c(O)c1	18µM*
5	c1ccc(C2=NP(N3CCOCC3)(N3CCOCC3)=NC(N3CCOCC3)=N2)cc1	0%
6	CN(C)C(=O)Oc1cc(OC(=O)N(C)C)cc([C@@H](O)CNC(C)(C)C)c1	13%[21.4 µM]
7	CN1CCCCC1Cn1cc(C(=O)c2cc([N+](=O)[O-])ccc2I)c2ccccc21 (stereo not given)	9%
8	O=S(=O)(c1ccc(Cl)cc1)c1cc(Cl)c(Cl)cc1Cl	3%
9	COc1ccc2c3c1O[C@H]1C(=O)CC[C@@]4(O)C(C2)N(CC2CC2)CCC314 (stereo not given in full)	5%
10	CCCCCCCCCCCCCC(=O)O[C@@H]1[C@@H](C)[C@@]2(O)[C@H](C=C(CO)C[C@]3(O)C(=O)C(C)=C[C@@H]23)[C@@H]2C(C)(C)C12OC(C)=O (stereo not given in full)	-19%
11	NC(CC(=O)O)C1CCCCC1 (stereo not given)	-6%
12	CON(C)C(=O)Nc1ccc(Br)c(Cl)c1	25%
13	NCCc1c[nH]c2ccc(F)cc12	1%
14	C[C@@H]1O[C@H](O[C@@H]2C=C3CC[C@H]4[C@@H](CC[C@]5(C)[C@@H](c6ccc(=O)oc6)CC[C@]45O)[C@@]3(C)CC2)[C@@H](O)[C@H](O)[C@@H]1O	-9%[21.4 µM]
15	CO/C1=C\C(C)=C\[C@@H](C)[C@@H](O)[C@@H](C)C/C(C)=C/C=C\[C@H](OC)C([C@@H](C)[C@@H](O)[C@H](C)[C@@]2(O)C[C@@H](O)[C@H](C)C(C(C)C)O2)OC1=O (stereo not given in full)	18%[2.33 µM]
16	Cc1cnc2c(C(=O)O)c(Cl)ccc2c1	5%
17	NC(=O)COc1c(F)cc(SCCNS(=O)(=O)c2ccccc2)cc1F	-3%
18	OC[C@@H]1[C@@H](O)[C@H](O)[C@H]2[C@@H](O)CCN21	-16%
19	O=C1NC(=O)c2c1c1c3ccccc3[nH]c1c1[nH]c3ccccc3c21	-20%
20	C=C(C)CN1CC[C@]23c4c5ccc(O)c4O[C@H]2c2[nH]c4ccccc4c2C[C@@]3(O)C1C5	-4%
21	CN(N=O)c1ccc(O)c(O)c1	4.5µM*
22	N#CC(C#N)=Cc1ccc(-c2ccccc2)o1	-2%
23	C=C1CC2C(CC[C@]3(C)C(=O)CCC23)[C@]2(C)C=CC(=O)C=C12 (stereo not given in full)	5%
24	C[C@](O)(CS(=O)(=O)c1ccc(F)cc1)C(=O)Nc1ccc(C#N)c(C(F)(F)F)c1	-6%
25	COc1cccc(N2C(=O)NC(=O)/C(=C/c3ccc4c5c(cccc35)CC4)C2=O)c1	-4%
26	C=C[C@@H]1CN2CC[C@H]1C[C@H]2[C@H](O)c1ccnc2ccccc12	-10%
27	C=CC[N+]1(C)CCC23c4c5ccc(O)c4O[C@H]2C(=O)CC[C@@]3(O)C1C5 (stereo not given in full)	2%
28	Cc1ccsc1C(=O)C1CCCN(Cc2cnc(N(C)C)s2)C1 (stereo not given)	6%
29	CC(=O)OCC1=C(C(=O)O)N2C(=O)[C@@H](NC(=O)CCC[C@@H](N)C(=O)O)[C@H]2SC1	8%
30	CC(=O)OC1C[C@H](O[C@@H]2C(O)C[C@H](O[C@@H]3C(O)C[C@@H](OC4CC[C@]5(C)C(CCC6C5CC(O)[C@@]5(C)C(C7=CC(=O)OC7)CC[C@@]65O)C4)OC3C)OC2C)O[C@H](C)[C@H]1O[C@H]1OC(CO)C(O)C(O)C1O (stereo not given in full)	8%
31	C[C@@H]1C[C@H]2CC[C@H](O2)[C@H](C)C(=O)O[C@@H](C)C[C@@H]2CC[C@@H](O2)[C@@H](C)C(=O)O[C@H](C)C[C@H]2CC[C@H](O2)[C@H](C)C(=O)O[C@@H](C)C[C@@H]2CC[C@@H](O2)[C@@H](C)C(=O)O1	41%[activator]
32	CCCCCCCCCCCCCC(=O)O[C@@H]1[C@@H](C)[C@@]2(O)[C@@H](C=C(CO)C[C@@]3(O)C(=O)C(C)=C[C@@H]23)C2C(C)(C)[C@@]21OC(C)=O (stereo not given in full)	-26%
33	C[C@@H]1CC[C@H]2[C@H](C)[C@H]3CC[C@@]4(O)[C@@H]5CC(=O)[C@H]6CC(=O)CC[C@]6(C)[C@H]5C[C@H]4[C@@H]3CN2C1	-2%
34	O=C1C=Cc2ccccc2C1=O	28µM*
35	O=C(Nc1ccccc1)c1ccccc1I	-23%
36	C[C@]12CCC3C(CCC4=C(Cl)C(=O)CC[C@@]43C)C1CCC2O (stereo not given in full)	-1%
37	CN[C@@H]1C[C@@]2(C)O[C@@H]([C@@H]1OC)n1c3ccccc3c3c4c(c5c6ccccc6n2c5c31)C(=O)NC4	-19%
38	CC(=O)c1ccccc1NC(=O)C1C2CCC(O2)C1C(=O)O (stereo not given)	-5%
39	CO/C1=C\C(C)=C\[C@@H](C)[C@@H](O)[C@@H](C)C/C(C)=C/C=C/[C@H](OC)[C@@H]([C@@H](C)[C@@H](O)[C@H](C)[C@@]2(O)C[C@@H](O)[C@H](C)C(C(C)C)O2)OC1=O (stereo not given in full)	-18%
40	O=C(O)CC1CC(c2ccccc2)=NO1 (stereo not given)	?
41	CCN1CCC[C@@H](OC(=O)C(c2ccccc2)c2ccccc2)C1	7%[21.4 µM]
42	CC(=O)O[C@H]1C(=O)[C@@]2(C)C([C@H](OC(=O)c3ccccc3)[C@]3(O)C[C@H](OC(=O)[C@H](O)[C@@H](NC(=O)c4ccccc4)c4ccccc4)C(C)=C1C3(C)C)[C@]1(OC(C)=O)CO[C@@H]1C[C@@H]2OC(=O)[C@H](C)NC(=O)c1ccc(-c2c3ccc(=O)cc-3oc3cc(O)ccc23)c(C(=O)O)c1 (stereo not given in full)	?
43	Clc1ccccc1C(c1ccccc1)(c1ccccc1)n1cccn1	24%
44	Nc1c(C(=O)Nc2ccc(F)c(Cl)c2)sc2nc3c(cc12)N1CCC3CC1	-5%
45	COc1ccc(N2C(=O)NC(=O)/C(=C/c3ccc4c(c3)Cc3ccccc3-4)C2=O)cc1	-20%
46	CCOc1ccc2cc(C#N)c(=O)oc2c1	-17%&-22%
47	NC(=O)CNC(=O)[C@H](Cc1ccccc1)NC(=O)[C@H](CCCN=C(N)N)NC(=O)[C@@H](N)Cc1ccc(O)cc1	-10%
48	CNC(C)Cc1ccc(OC)cc1 (stereo not given)	5%
49	CC(C)n1c(=O)c(C=Nc2ccc(Cl)cc2)c(O)n(Cc2ccco2)c1=O	-6%
50	COc1cc2c3cc1Oc1cc(ccc1O)C[C@@H]1c4c(cc(OC)c(O)c4Oc4cccc(c4)C[C@H]3N(C)CC2)CC[N+]1(C)C	?

# Additional entries follow:
nr	SMILES	KAT2A inh
51	CN(C)[C@@H]1C(=O)C(C(N)=O)=C(O)[C@@]2(O)C(=O)C3=C(O)c4c(O)cccc4[C@@](C)(O)C3CC12 (stereo not given in full)	3%
52	CN1/C(=C\C=C\C2=[N+](C)c3ccc4ccccc4c3C2(C)C)C(C)(C)c2ccccc21	-21%
53	CC(C)CC(NP(=O)(O)O[C@@H]1O[C@@H](C)[C@H](O)[C@@H](O)[C@H]1O)C(=O)NC(Cc1c[nH]c2ccccc12)C(=O)O (stereo not given in full)	-2%
54	Cc1ccc(-c2nc(CS(=O)CC(=O)N3CCC4(CC3)OCCO4)c(C)o2)cc1 (stereo not given)	0%
55	Cc1ccc(N2C(=O)NC(=O)/C(=C\c3ccsc3)C2=O)cc1C	7%
56	CNCCc1ccccc1	-25%
57	N#Cc1cc2c(nc1SCC(=O)Nc1ccc(F)c(Cl)c1)C1CCN2CC1	-5%
58	COC(=O)[C@@]1(O)C[C@@H]2O[C@@]1(C)n1c3ccccc3c3c4c(c5c6ccccc6n2c5c31)C(=O)NC4	-3%
59	Cc1ccc(C(=O)Nc2ccccc2)cc1S(=O)(=O)N1CCCC1	-3%
60	CC1(C)S[C@@H]2[C@H](N)C(=O)N2C1C(=O)O (stereo not given in full)	2%[21.4 µM]
61	C=C[C@]12CN(C)[C@H]3C1[C@@]1(C(=O)Nc4ccccc41)[C@H]1C[C@H]2[C@H]3CO1	12%[21.4 µM]
62	COC(=O)[C@@H]1C[C@H](OC(C)=O)C(=O)[C@H]2[C@@]1(C)CC[C@H]1C(=O)O[C@H](c3ccoc3)C[C@]21C	-4%&31%
63	COC1CC(OC2CCC3(C)C(CCC4C3CCC3(C)C(C5=CC(=O)OC5)C(OC(C)=O)CC43O)C2)OC(C)C1OC1OC(COC2OC(CO)C(O)C(O)C2O)C(O)C(O)C1O (stereo not given)	14%
64	CC(C)(C)C(O)C(Oc1ccc(-c2ccccc2)cc1)n1cncn1 (stereo not given)	24%
65	C[C@@]12CC(=O)[C@H]3[C@@H](CCC4=CC(=O)CC[C@]43C)[C@H]1CCC2=O	-10%[21.4 µM]
66	CN1CCc2cc3c(cc2[C@@H]1O)OCO3	7.9µM*
67	CCCCN1C(=O)/C(=C/c2ccc(N3CCCCCC3)cc2)C(=O)NC1=S	33%[activator]
68	CCOc1cc(C=C2C(=O)NC(=O)NC2=O)cc([N+](=O)[O-])c1O	-9%
69	CC[C@@H]1/C=C/C=C/C[C@H](C)[C@@H](O)[C@](C)(O)C(=O)[C@H](C)[C@@H](O)[C@H](C)C(=O)[C@H](C)[C@@H](O)[C@H](C)/C=C/C(=O)O[C@H]2[C@@H](C)[C@@H](CC1)O[C@@]1(CC[C@@H](C)[C@@H](C[C@H](C)O)O1)[C@@H]2C	-15%
70	O=C1NC(=O)N(c2ccccc2)C(=O)/C1=C\c1ccc([N+](=O)[O-])o1	-7%
71	CC(=O)OCC(N)C(=O)c1ccccc1 (stereo not given)	-28%
72	COc1ccccc1Cn1c(SCC(=O)C(C)(C)C)nc2cc(C(=O)N3CCC4(CC3)OCCO4)ccc2c1=O	-16%
73	O=C1C=C2C=CC3C[C@@]2(O1)C1CCCCN31 (stereo not given in full)	16%
74	Cc1ccc2c(c1)C1(CCN(CCc3nc(-c4ccccc4)oc3C)CC1)OC(=O)N2	-24%
75	CCCCCCCCCCCCCCOS(=O)(=O)O	8.9µM*
76	CCCC(=O)O[C@@H]1[C@@H](C)[C@@]2(O)[C@@H](C=C(CO)C[C@@]3(O)C(=O)C(C)=C[C@@H]23)[C@@H]2C(C)(C)[C@]12OC(=O)CCC	43%
77	COCCN(C(=O)CCl)c1c(C)cccc1C	6%
78	CCOP(=S)(OCC)OCCSCC	0%
79	C[N+]1([O-])[C@@H]2CC[C@H]1CC(OC(=O)[C@@H](CO)c1ccccc1)C2 (stereo not given in full)	10%[21.4 µM]
80	Oc1ccc(C(=C(Cl)Cl)c2ccc(O)cc2)cc1	-2%
81	CCCCn1c(=O)c(C(=O)Nc2nnc(C(C)C)s2)c(O)c2ccccc21	-5%
82	CC(=O)[C@H]1CC[C@H]2C3CC[C@H]4C[C@H](O)CC[C@]4(C)C3CC[C@]12C (stereo not given in full)	-14%
83	O=C1CC(O)(CF)CCO1 (stereo not given)	22%
84	Cc1ccc2c(c1)Cc1c(C(=O)NC3CCCCC3)nn(-c3ccc(Cl)cc3Cl)c1-2	-11%
85	CCN1C[C@@]2(COC)C3[C@@H](OC)C4[C@@H]1C3([C@@H]1C[C@]3(O)[C@H](OC(=O)c5ccccc5)[C@@H]1[C@]4(OC(C)=O)[C@@H](O)[C@@H]3OC)[C@H](OC)C[C@H]2O	1%
86	CC12NC(Cc3ccccc31)c1ccccc12 (stereo not given)	-17%&3%
87	CCCC[C@@H](C)[C@@H](OC(=O)C[C@@H](CC(=O)O)C(=O)O)[C@H](C[C@@H](C)CCCCCC[C@@H](O)C[C@H](O)[C@H](C)N)OC(=O)C[C@@H](CC(=O)O)C(=O)O	39%[activator]
88	C[C@]12CCC3C(CC[C@H]4C[C@@H](O)CC[C@]34C)C1CC[C@@]2(O)C(F)(F)F (stereo not given in full)	2%
89	CCOP(=S)(OCC)Oc1ncn(-c2ccccc2)n1	-43%
90	CC(C)C[C@H](NC(=O)CNC(=O)[C@H](CCC(N)=O)NC(=O)[C@H](Cc1ccc(O)cc1)NC(=O)[C@@H](NC(=O)[C@H](Cc1ccc(O)cc1)NC(=O)CNC(=O)[C@@H](N)CCCN=C(N)N)C(C)C)C(=O)O	38%[activator]
91	N=C(N)c1ccc(CS(=O)(=O)F)cc1	2%
92	CCN(CC)c1nc(C)cc(OP(=S)(OC)OC)n1	-9%
93	COc1cc2c(c(OC)c1OC)-c1ccc(OC)c(=O)cc1[C@@H](NC=O)CC2	?
94	CN1[C@@H](C[C@@H](O)c2ccccc2)CCC[C@@H]1C[C@H](O)c1ccccc1	6%[21.4 µM]

# A draw from above in order of SMILES length, rising:
nr	SMILES	KAT2A inh
78	CCOP(=S)(OCC)OCCSCC	0%
81	CCCCn1c(=O)c(C(=O)Nc2nnc(C(C)C)s2)c(O)c2ccccc21	-5%
93	COc1cc2c(c(OC)c1OC)-c1ccc(OC)c(=O)cc1[C@@H](NC=O)CC2	?
84	Cc1ccc2c(c1)Cc1c(C(=O)NC3CCCCC3)nn(-c3ccc(Cl)cc3Cl)c1-2	-11%
79	C[N+]1([O-])[C@@H]2CC[C@H]1CC(OC(=O)[C@@H](CO)c1ccccc1)C2 (stereo not given in full)	10%[21.4 µM]
87	CCCC[C@@H](C)[C@@H](OC(=O)C[C@@H](CC(=O)O)C(=O)O)[C@H](C[C@@H](C)CCCCCC[C@@H](O)C[C@H](O)[C@H](C)N)OC(=O)C[C@@H](CC(=O)O)C(=O)O	39%[activator]

# High-throughput results as filed in PubChem.
